ERK EGF inh – qHTS Assay for Inhibitors of the ERK Signaling Pathway using a Homogeneous Screening Assay; Stimulation with EGF; Potency, µM (highest dose often 11.5 µM), for inactives: top-dose activity change, negative = inhibition, hits mostly inhibitors; 0.41% of 130,000 active; HEK293-V1b, EGF-stimulated phospho-ERK AlphaScreen; active means well fitted inhibition curve with a large enough effect; inconclusive means small, poorly fitted or top-dose-only effect, or effect the other way;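 further: plate controls were stimulated vehicle wells for no effect and unstimulated vehicle basal for full effect; nearly all actives have a fitted effect of over 55% in size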
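Stably V1b-transfected HEK293 cells; 30 min compound, then EGF 25 nM final for 5 min at 37C; 10 min lysis; phospho-ERK by AlphaScreen after 5 hr beads at room temperature.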
* = called active by the depositor; ? = inconclusive; [ ] = remark or other dose. Potency means the concentration at half of the fitted maximal effect.

SMILES	ERK EGF inh
CCC1(C(=O)c2ccccc2)C(c2cccc([N+](=O)[O-])c2)C1(C(=O)OC)C(=O)OC (stereo unspecified)	-1.7%
O=c1c2cc3c(cc2[nH]c(=S)n1C1CCN(Cc2ccccc2)CC1)OCO3	23.8%
CC(C)[C@@H](N)C(=O)N/N=C/c1ccc2nccnc2c1	-4.9%[57.5 µM]
CCCCOc1ccc(Nc2cc(Cl)ccc2C(=O)O)cn1	2.0%[57.5 µM]
CC(=O)c1cnn(-c2ccccc2)c1C	?
COCCNC(=O)C/C(C)=N/NC(=O)C(=O)NC1CCCCC1	-0.1%
Cc1cccc(N2C(=O)/C(=C/c3ccccn3)SC2=S)c1	-0.9%[57.5 µM]
CCOc1ccc(C(=O)NCC2OCCc3ccccc32)cc1 (stereo unspecified)	-7.1%
COc1cc(C(=O)Nc2ccc([N+](=O)[O-])cn2)cc(OC)c1OC	0.4%
CCCCCc1nc2c(c(=O)c3ccccc3n2C)c(=O)n1Cc1ccc(OC)cc1	0.3%[57.5 µM]
C=CCN(Cc1nc(-c2cc(OC)c3c(c2)OCO3)oc1C)C1CCS(=O)(=O)C1 (stereo unspecified)	1.7%
Cc1nnsc1C(=O)N1CCN(c2cc(C(F)(F)F)ccn2)CC1	-6.1%[57.5 µM]
CNC(=S)N1CCc2cc(OC)c(OC)cc2C1COc1ccc(F)cc1 (stereo unspecified)	0.6%
Cc1nn2c(=O)c(NC(=O)c3ccc(Cl)cc3)cnc2s1	-6.1%[57.5 µM]
Cc1nn(C)c(C)c1CN(C)C(=O)C1c2ccccc2Oc2ccccc21	12.3%
CN(Cc1cn(Cc2ccccc2)nc1-c1ccc2c(c1)OCO2)Cc1nccn1C	-2.2%
COc1ccc(NC(=S)N2CCN(c3ncccn3)CC2)cc1	-3.3%
N#CCC(=O)Nc1ccc(C(=O)Nc2cccnc2)cc1	7.3%[57.5 µM]
COc1ccc(-n2c(CN3CCN(c4ccccn4)CC3)nc3ccc([N+](=O)[O-])cc3c2=O)c(OC)c1	-0.5%
C(=N\c1nccs1)/c1cccnc1	3.0%
Cc1cc(C)n(-c2nc3c(c(=O)n(C)c(=O)n3C)n2CCO)n1	1.3%
CCOC(=O)CNC(=O)c1cn(CC(C)C)c(=O)c2cc(OC)c(OC)cc12	8.8%
COc1cc(C(=O)N2CCN(c3ccccc3OC)CC2)c([N+](=O)[O-])cc1OC	-2.5%
CN1CCN(c2ccc(CNS(=O)(=O)c3ccccc3)cc2)CC1	-4.5%[57.5 µM]
COc1ccc(NC(=O)CN2C(=O)C(C)SC(C)C2=O)c(OC)c1 (stereo unspecified)	-1.5%
The listing continues.
SMILES	ERK EGF inh
Nc1ccc(Br)cc1Br	-1.2%[57.5 µM]
CCCOc1ccc(-c2csc(N)n2)cc1[N+](=O)[O-]	12.6%
COc1ccc(N2C(=O)C(CC(N)=O)N(NC(=O)CCc3ccccc3)C2=O)cc1 (stereo unspecified)	-0.2%
COc1ccc(CCNC(=O)c2cnc3ccccn3c2=O)cc1	6.9%
COc1ccc(-c2ncnc(C(F)(F)F)c2-c2csc(C)n2)c(O)c1	-5.5%[57.5 µM]
COc1cccc(CNC(=O)CN2C(=O)CSc3ccc(S(=O)(=O)N4CCCC4)cc32)c1	?
Cc1cccc(Cn2nc(C)cc2NC(=O)CCCn2ccc([N+](=O)[O-])n2)c1	-8.6%
CCCC(=O)Nc1nnc(SCC)s1	20.7%
Cn1ncc(C#N)c1NC(=O)C1CC(c2ccccc2Cl)=NO1 (stereo unspecified)	2.2%[57.5 µM]
CC1=NN(c2ccccc2)C(=O)/C1=C\C=C1/N(C)c2ccccc2C1(C)C	12.6µM*
COc1cc(/C=C/c2[nH]c(=O)[nH]c(=O)c2[N+](=O)[O-])ccc1OCCC(C)C	-4.9%
CCN(CC)S(=O)(=O)c1ccc(C(=O)Nc2ccc(Cc3ccncc3)cc2)cc1	?
O=C(C[n+]1ccc2ccccc2c1)c1ccccc1	-0.1%[57.5 µM]
C#CC[N+](C)(C)CCCCCCCCCC	-3.2%
CCOCCCNS(=O)(=O)c1ccc(NC(=O)c2ccc(OC)c([N+](=O)[O-])c2)cc1	-3.4%
CC(C)NS(=O)(=O)c1ccc(CCC(=O)N2CCCC2)cc1	-4.4%
CN(C)c1ccc(-c2cc([C@H]3[C@@H]4C=CCC[C@@]4(C)C(=O)N3Cc3ccccc3)ccc2F)cc1	?
O=S1(=O)CC2N=C(N(Cc3c(F)cccc3Cl)c3ccccc3F)SC2C1 (stereo unspecified)	0.8%
CCN(CC)CCCNC(=O)C1c2cc(OC)c(OC)cc2C(=O)N(C)C1c1cccnc1 (stereo unspecified)	6.2%
O=C(c1cnc(N2CCN(c3ccccn3)CC2)c2ccccc12)N1CCN(c2cccc(Cl)c2)CC1	9.9%
COCCNC(=O)c1cnn2c(C(F)F)cc(-c3ccc(C)cc3)nc12	-12.4%
O=C(CSc1ccccn1)Nc1ccc2ccccc2c1	0.4%
CC(C)(C)C(=O)NC(=S)NCc1ccccc1	3.3%
CN(C)C(CNS(=O)(=O)c1ccc(Br)cc1)c1cccnc1 (stereo unspecified)	5.0%
COc1ccc(C(=O)CSc2n[nH]c(=O)[nH]c2=O)cc1	0.6%
Going on with the list:
SMILES	ERK EGF inh
Cc1cccc(OCCSc2nc(N)cc(N)n2)c1	-4.1%[57.5 µM]
COc1cccc(/C=N/NC(=O)c2cc3c(OC)cccc3[nH]2)c1OC	-2.0%
CCn1cc(/C=N\NC(=O)Cc2ccc([N+](=O)[O-])cc2)c(C)n1	1.0%
O=C(NNc1nc2ccccc2s1)c1ccc(F)cc1	2.3%
CNC(=O)c1sc(Nc2cc(C)ccc2C)nc1C	-2.0%
CN(C)S(=O)(=O)c1cccc(C(=O)NC(=S)N(CCC#N)Cc2cccnc2)c1	6.3%
Cc1c(Cl)c([N+](=O)[O-])nn1CC(=O)N1CCCc2ccccc21	2.5%
CCCCCNCC(=O)Nc1cc(C(F)(F)F)ccc1OCCOC	1.9%
O=C(CN1CCOCC1)NNc1c2ccccc2nc2ccccc12	-7.9%[57.5 µM]
CCOC(=S)SCC(=O)Nc1nccs1	-5.1%
CCOC(=O)c1c(NC(=O)CC(C)C)sc(C(C)=O)c1C	-8.6%
Cc1ccccc1SCCNC(=O)c1ccccc1Br	-6.5%
O=C(Nc1ccc(S(=O)(=O)N2CCCC2)cc1)c1cccs1	-3.4%
O=C(COc1ccccc1/C=C1\SC(=O)NC1=O)Nc1ccccc1	-9.9%
Cc1cc(NC(=O)CN(C)C)c([N+](=O)[O-])cc1C	-1.7%
COc1cccc(OCC(O)CN2CCN(c3ccc(Cl)cc3)CC2)c1 (stereo unspecified)	?
CCCCCC(=O)Nc1cccc(C2=NOC3(C2)C[C@H](C(N)=O)N(C(=O)CC#N)C3)c1 (stereo partly specified)	4.6%[57.5 µM]
CC1=C(C#N)S(=O)(=O)C(C#N)C(c2ccccc2)C1 (stereo unspecified)	4.6%[57.5 µM]
CCOC(=O)Cc1csc(CC(N)=O)n1	-0.3%[57.5 µM]
N#Cc1c(N2CCN(c3ccc(F)cc3)CC2)nc(N)c2c(N)nc3c(c12)CC(=O)N3C1CC1	4.7%
CCCNC(=O)CCn1nc(-c2ccc(Cl)cc2)c2ccccc2c1=O	-12.2%[57.5 µM]
O=C(O)c1cccc(-c2nc3ccccc3[nH]2)c1	-6.2%
CN(C)S(=O)(=O)c1cccc(-n2sc3ccccc3c2=O)c1	3.6%
O=C(COc1ncnc2c(Cl)cc(Cl)cc12)Nc1cc([N+](=O)[O-])ccc1Cl	-7.1%
COc1cc(OC)c(S(=O)(=O)Nc2ccccc2N2CCOCC2)cc1NC(C)=O	-5.7%
Going on with the list:
SMILES	ERK EGF inh
CCOC(=O)CSc1nc(=O)n2cccc(C)c2n1	1.3%
COc1cc(/C=C(\C#N)C(N)=O)ccc1OCc1c(C)no[n+]1[O-]	-1.4%[57.5 µM]
COc1cc(/C=N/Nc2nc(N3CCCCC3)nc(N3CCCCC3)n2)ccc1OC(=O)c1ccco1	-3.8%
O=C(O)COCc1nc2ccccc2s1	-0.1%[57.5 µM]
COc1cccc(NCc2ccc([N+](=O)[O-])s2)c1	9.2%
O=C1CCCc2oc3ccc(NS(=O)(=O)c4cccc5cccnc45)cc3c21	-2.8%
O=C1Nc2c(Br)cc(Br)c3cccc1c23	-1.5%
CCOC(=O)/C=c1\s/c(=C\c2ccc(C)cc2)c(=O)n1CC(=O)NCc1ccco1	4.0%
Cc1ccc(N2CCN(CCCN3C(=O)C4CCCN4C3=O)CC2)cc1 (stereo unspecified)	7.1%
CCOc1ccc(N(C(=O)c2cnccn2)C(C(=O)NC2CCCCC2)c2ccc(O)cc2)cc1 (stereo unspecified)	4.7%
CCOC(=O)C1(Cc2cccc(F)c2)CCN(CC(O)CO)CC1 (stereo unspecified)	5.0%[57.5 µM]
O=C1CCC=C1C(O)c1ccc2c(c1)OCO2 (stereo unspecified)	-9.3%
O=C1CC2c3ccccc3C1C1C(=O)N(CCO)C(=O)C21 (stereo unspecified)	-2.3%
CCOc1ccc(OCCSc2nc(N)cc(=O)[nH]2)cc1	9.8%[57.5 µM]
O=S(=O)(NCC1CCCO1)c1cnc(Cl)c(Cl)c1 (stereo unspecified)	-1.3%
COc1ccc([N+](=O)[O-])cc1NC(=O)CSc1ccc2ccccc2c1	-0.4%
Cn1nc(C(=O)OCC(=O)Nc2cccc(S(=O)(=O)N3CCCC3)c2)c2ccccc2c1=O	19.3%[57.5 µM]
COc1ccc(/C=N/NC(=O)CCSc2nc3ccccc3s2)cc1OC	-2.1%
COc1ccc(/C(C)=N/NC(=O)CNC(=O)CCc2ccccc2)c(OC)c1	0.4%[57.5 µM]
Cc1ccc(SCCN2CCN(CCc3ccccc3)CCC2=O)cc1	2.4%[57.5 µM]
O=C(O)CNC(=O)C(c1ccccc1)c1ccccc1	3.6%[57.5 µM]
Cc1csc(N2CCCC2=O)n1	6.5%
CC(=O)c1ccc(-c2ccccc2[C@H]2[C@H]3C=CC[C@@H](C)[C@@H]3C(=O)N2Cc2ccccc2)cc1	-12.8%[57.5 µM]
COC(=O)c1ccc(CSc2nc(C)nc3c2c(=O)n(C)c(=O)n3C)o1	7.2%
C=CCn1c(CCCOc2ccc(Cl)cc2Cl)n[nH]c1=S	-7.0%
Additional results:
SMILES	ERK EGF inh
S=C(NC1CCCCC1)N1CCn2cccc2C1c1cccnc1 (stereo unspecified)	-9.8%
COC(=O)c1ccc(C(=O)OC)c(NC(=S)N2CCCC(C)C2)c1 (stereo unspecified)	-0.5%
C=CCOC(=O)C(=O)/C=C/c1coc2ccccc2c1=O	-7.2%[57.5 µM]
Cc1cccc(Nc2nnc(SCC(=O)Nc3ccccc3[N+](=O)[O-])s2)c1C	2.3%
O=C(Cn1cc2c(n1)CCCCC2)N1CCCCC1	2.3%
O=C(Nc1c(S(=O)(=O)c2ccccc2)csc1Br)c1ccccc1Cl	4.0%[57.5 µM]
CC1(C)CC(=O)C=C(NCCN2CCN(C(=S)Nc3ccc(F)cc3)CC2)C1	2.6%[57.5 µM]
CN(C(=O)CSc1ncnc2sccc12)c1c(N)n(Cc2ccccc2)c(=O)[nH]c1=O	10.3%[57.5 µM]
CC1=NN(c2ccccc2)C(=O)C1C(=O)c1ccccc1 (stereo unspecified)	1.0%
COc1ccccc1NC(=O)C(=O)/C=C(\O)c1ccccc1	12.0%[57.5 µM]
Cc1ccc(-c2cc(C(=O)Nc3ccc(S(=O)(=O)Nc4ncccn4)cc3)c3ccccc3n2)cc1	6.4%
Cc1cccc(NC2=C(Cl)C(=O)OC2OC(C)C)c1 (stereo unspecified)	-6.3%
CC(Nc1ccccc1N1CCCCC1)C(=O)N1CCc2ccccc21 (stereo unspecified)	-4.5%
CC(C)C(Nc1ccc(S(=O)(=O)N2CCOCC2)cc1[N+](=O)[O-])C(=O)O (stereo unspecified)	1.7%
CCOc1ccc(/C=N/NC(=O)C(C)Sc2ccccn2)cc1OCC (stereo unspecified)	-1.9%
Cc1ccc2nc(Cl)c(C3CC(c4ccco4)=NN3C(=O)CCCC(=O)O)cc2c1 (stereo unspecified)	2.2%[57.5 µM]
COc1ccccc1-c1c(C)oc2c(CN3CCN(C)CC3)c(O)ccc2c1=O	3.4%
O=C(NCC1CCCO1)C1CC1(c1ccccc1)c1ccccc1 (stereo unspecified)	12.8%
COc1cccc(CC(Cc2nc3ccccc3[nH]2)c2nc3ccccc3[nH]2)c1 (stereo unspecified)	2.0%
COc1cc(CCCN2C(N)=NC[C@@H]2c2ccccc2)cc(OC)c1OC	-4.1%[57.5 µM]

Reprinted at random: 2 compounds from above, in no set order.
SMILES	ERK EGF inh
CC1(C)CC(=O)C=C(NCCN2CCN(C(=S)Nc3ccc(F)cc3)CC2)C1	2.6%[57.5 µM]
CCOc1ccc(/C=N/NC(=O)C(C)Sc2ccccn2)cc1OCC (stereo unspecified)	-1.9%

Structural class, the compounds so far containing an aryl thioether with sulfur outside any ring
SMILES	ERK EGF inh
CCCC(=O)Nc1nnc(SCC)s1	20.7%
O=C(CSc1ccccn1)Nc1ccc2ccccc2c1	0.4%
COc1ccc(C(=O)CSc2n[nH]c(=O)[nH]c2=O)cc1	0.6%
Cc1cccc(OCCSc2nc(N)cc(N)n2)c1	-4.1%[57.5 µM]
Cc1ccccc1SCCNC(=O)c1ccccc1Br	-6.5%
CCOC(=O)CSc1nc(=O)n2cccc(C)c2n1	1.3%
CCOc1ccc(OCCSc2nc(N)cc(=O)[nH]2)cc1	9.8%[57.5 µM]
COc1ccc([N+](=O)[O-])cc1NC(=O)CSc1ccc2ccccc2c1	-0.4%
COc1ccc(/C=N/NC(=O)CCSc2nc3ccccc3s2)cc1OC	-2.1%
Cc1ccc(SCCN2CCN(CCc3ccccc3)CCC2=O)cc1	2.4%[57.5 µM]
COC(=O)c1ccc(CSc2nc(C)nc3c2c(=O)n(C)c(=O)n3C)o1	7.2%
Cc1cccc(Nc2nnc(SCC(=O)Nc3ccccc3[N+](=O)[O-])s2)c1C	2.3%
CN(C(=O)CSc1ncnc2sccc12)c1c(N)n(Cc2ccccc2)c(=O)[nH]c1=O	10.3%[57.5 µM]
CCOc1ccc(/C=N/NC(=O)C(C)Sc2ccccn2)cc1OCC (stereo unspecified)	-1.9%

From PubChem BioAssay

Not all compounds are listed; the hit share may differ from the screen's.
